Bioassay records from PubChem BioAssay.
BaF3 parental: parental Ba/F3 cell viability inhibition, counter-screen for JAK2V617F inhibitor project, murine pro-B, CellTiter-Glo luminescence; CellTiter-Glo ATP luminescence; actives 1.1% (n = 220,000); inhibition, % at 5.6 µM;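 active means inhibition above a per-campaign cutoff, the mean inhibition of all tested compounds plus 3 SD, cut at about 27% in these data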;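 further: 0% = DMSO wells and 100% = JAK Inhibitor I control wells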
Ba/F3 V617F tox: reduced viability of JAK2V617F-dependent Ba/F3 cells, primary screen, JAK2V617F inhibitor project, cell-based, Ba/F3 EpoR-JAK2V617F, luminescence; ATP luminescence; inhibition, % at 5.6 µM; AID 1446, 2008; actives 1.1% (n = 220,000);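 active means inhibition above the campaign mean plus 3 SD over all tested compounds, cut at about 24% in these data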;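 further: cytokine-independent growth of Ba/F3 cells driven by EpoR plus mutant JAK2; 0% = DMSO-treated cells and 100% = JAK inhibitor I control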
NCF1 inh: p47phox/p22phox peptide binding inhibitors, primary screen, biochemical, uHTS, NADPH oxidase regulatory subunit | Neutrophil cytosol factor 1 (Homo sapiens), P14598 | fluorescence polarization, 2 h | inhibition, % at 24.7 µM | actives 0.53% (n = 220,000) | AID 1274, 2008;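 active means inhibition above about 30%, limit read from the data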;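 further: 0% = p47phox with labelled peptide and 100% = labelled peptide alone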
PPC-1+TRAIL kill: compounds killing PPC-1 cancer cells with TRAIL present, primary screen, TRAIL potentiator project, ATPLite luminescence, uHTS | actives 0.41% (n = 220,000) | cell killing (% activity), % at 4 µM | PPC-1 cells + TRAIL, ATPLite viability luminescence | AID 1443, 2008;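 active means cell killing above 50% in the first pass at 4 µM, then a duplicate retest at 5 µM averaging 50% or more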;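 further: plate controls were cells with TRAIL plus DMSO for no effect and medium-only wells lacking cells for full effect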
p97 ATPase inh: inhibitors of human p97 ATPase, primary screen, biochemical; recombinant p97 ATPase, Kinase-Glo ATP luminescence, 3 h; inhibition, % at 8 µM; actives 0.42% (n = 220,000); in the data active means inhibition above about 15%;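 further: 0% = DMSO vehicle and 100% = wells lacking enzyme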
EP2 antag: human EP2 receptor antagonists, primary screen, TR-FRET cAMP, C6 glioma cells | actives 0.52% (n = 260,000) | inhibition, % at 25 µM | Prostaglandin E2 receptor EP2 subtype (Homo sapiens), P43116 | AID 1422, 2008 | C6 glioma cells expressing human EP2; cells stimulated with saturating PGE2;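 active means percent inhibition above 40 after rounding to a whole number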;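 further: rat C6 glioma host cells with rolipram phosphodiesterase inhibitor present; the protocol text gives 20 µM as final concentration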
Target sequence (P43116 whole entry, looked up): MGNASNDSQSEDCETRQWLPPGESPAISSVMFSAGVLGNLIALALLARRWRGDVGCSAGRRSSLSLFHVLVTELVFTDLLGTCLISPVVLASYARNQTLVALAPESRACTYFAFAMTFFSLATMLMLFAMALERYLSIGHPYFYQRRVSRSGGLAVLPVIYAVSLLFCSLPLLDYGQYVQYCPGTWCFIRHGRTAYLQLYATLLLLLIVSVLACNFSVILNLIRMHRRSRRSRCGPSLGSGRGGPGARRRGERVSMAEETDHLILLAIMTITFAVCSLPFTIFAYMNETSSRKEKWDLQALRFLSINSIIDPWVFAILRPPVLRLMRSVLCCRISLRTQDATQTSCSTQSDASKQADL
RBBP9 inh: human RBBP9 inhibitors, primary screen, biochemical, fluorescence polarization, FP-Rh probe, HTS. inhibition, % at 7.94 µM. recombinant RBBP9. Serine hydrolase RBBP9 (Homo sapiens), O75884. actives 0.2% (n = 220,000);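 active means inhibition above the campaign mean of all tested compounds plus 3 SD, cut at about 14% in these data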;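 further: plate controls were DMSO wells with RBBP9 for no effect and wells lacking RBBP9 protein for full effect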
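Controls: DMSO-treated enzyme wells and wells lacking RBBP9 | Material: RBBP9 protein | Technique: Fluorescence polarization | Replication: Single well per compound, no replicates | Buffer or medium: Tris-NaCl-Pluronic buffer, pH 8.0 | Timing: 30 min compound preincubation, 45 min probe labeling, 25 °C | Read-out basis: Percent inhibition from mP, scaled between DMSO and no-protein wells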
TbHK1 inh: Trypanosoma brucei hexokinase 1 inhibitors, primary screen, biochemical, G6PDH-coupled NADH absorbance, MLSCN library; hexokinase 1 [Trypanosoma brucei]; recombinant TbHK1, G6PDH-coupled NADH A340; inhibition, % at 10 µM; actives 0.11% (n = 220,000); AID 1430, 2008;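 active means inhibition of 50% or more in the single-dose primary screen; inactive means inhibition below 50%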
Furin inh: human furin inhibitors, primary screen, biochemical, fluorescence intensity. inhibition, % at 30 µM. purified furin, fluorogenic substrate cleavage. actives 0.061% (n = 220,000). P09958; in the data active means inhibition above about 25%; further: inactives centre near -15
Target sequence (P09958 108-714 limits assumed): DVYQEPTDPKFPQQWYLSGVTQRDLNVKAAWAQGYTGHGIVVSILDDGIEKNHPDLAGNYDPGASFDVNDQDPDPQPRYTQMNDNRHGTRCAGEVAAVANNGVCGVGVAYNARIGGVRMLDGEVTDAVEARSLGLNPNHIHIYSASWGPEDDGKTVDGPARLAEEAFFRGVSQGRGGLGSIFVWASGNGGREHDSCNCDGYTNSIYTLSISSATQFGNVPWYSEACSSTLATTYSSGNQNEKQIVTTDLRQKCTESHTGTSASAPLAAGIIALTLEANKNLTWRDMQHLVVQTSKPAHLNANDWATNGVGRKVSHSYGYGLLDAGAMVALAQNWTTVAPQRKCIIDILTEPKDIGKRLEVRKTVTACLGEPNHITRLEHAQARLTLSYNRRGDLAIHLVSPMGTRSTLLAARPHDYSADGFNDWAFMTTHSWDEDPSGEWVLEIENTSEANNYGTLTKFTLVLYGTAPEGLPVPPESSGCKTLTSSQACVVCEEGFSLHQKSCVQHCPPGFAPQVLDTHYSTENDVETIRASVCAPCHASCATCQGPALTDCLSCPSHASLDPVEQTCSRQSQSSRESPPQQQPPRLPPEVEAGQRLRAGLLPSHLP
Starred values were filed as active, the others as inactive; / = not tested or not shown; & = joins results of further samples; [ ] = remark or other dose. This is a subset. The share of hits here may be higher or lower than overall.

SMILES	BaF3 parental	Ba/F3 V617F tox	NCF1 inh	PPC-1+TRAIL kill	p97 ATPase inh	EP2 antag	RBBP9 inh	TbHK1 inh	Furin inh
NC(=O)C1=C[C@@H](c2ccc(Br)cc2)C[C@@H](OCc2ccc(CO)cc2)O1	-2	-2	/	-24	3	4	-4	-6	-31
CC(=O)NC(Cc1ccccc1)C(=O)OCC(=O)c1ccc(F)cc1 (stereo unspecified)	4	-3	-2	34	2	7	-9	-6	-31
Cc1noc(C)c1C(=O)OC(C(=O)NC1CCCC1)c1ccc(F)cc1 (stereo unspecified)	5	-1	-14	20	-1	6	1	-2	-31
O=C(O)c1[nH]c2ccccc2c1-c1ccccc1	5	1	-14	7	3	29	5	5	-29[20 µM]
Cn1c(=O)c2c(nc(CN3CCc4ccccc4C3)n2Cc2ccc(Cl)cc2)n(C)c1=O	4	-2	-1	4	6	6	-1	5	-9[20 µM]
O=C(N1CCCCC1)N1CCN(C(=O)N(c2ccccc2)c2ccccc2)CC1	8	1	-1	14	-6	5	-5	-13	-13[20 µM]
CCN(CC)c1ccc(NC(=O)CN2CCN(CC(=O)Nc3ccc(F)cc3)CC2)cc1	12	6	3	31	-3	5	-7	0	-27
CCOC(=O)Cc1csc(NC(=O)c2cnc3scc(C)n3c2=O)n1	2	0	/	/	1	6	-7	-32	-28[20 µM]
CC(OC(=O)C1=COCCO1)C(=O)Nc1ccccc1C#N (stereo unspecified)	4	-2	-10	31	5	6	-9	5	-13
CCN(CC)S(=O)(=O)c1ccc(-c2nnc3sc4cccc(C)c4n23)cc1	8	-1	5	-4	1	8	-3	9	-24
COc1ccc(C2CC(c3cccc(C)c3)n3nc(N)nc3N2)cc1 (stereo unspecified)	3	0	-3	20	-5	5	-7	8	-5
CCSc1nc(-c2ccco2)ccc1C#N	2	-7	-10	4	-2	11	3	-13	-10
N#Cc1c(-c2ccco2)cc(-c2ccccc2)[nH]c1=O	2	-4	-23	-10	22*	10	1	-21	-40
COc1ccc(CN(Cc2cc3cccc(C)c3n3nnnc23)C(=O)N2CCOCC2)cc1	5	0	5	3	3	12&3	2	-12	-25
Cn1c(=O)[nH]c(=O)c2c1nc(Sc1ncccn1)n2CCCc1ccccc1	10	-2	3	-5	4	9&11	-7	-2	-18
O=C(Nc1nnc(C2CC2)s1)C1CC(=O)N(c2ccc3c(c2)OCCO3)C1 (stereo unspecified)	2	-1	-12	14	0	3	-4	-6	-9
CN(C)CC(=O)c1c(N)n(Cc2ccccc2)c(=O)n(C)c1=O	3	3	-5	36	5	10	5	-2	-26
CCc1ccccc1NC(=O)CSC1=C(C#N)C(c2ccc3c(c2)OCO3)C2=C(CCCC2=O)N1 (stereo unspecified)	2	-4	-2	0	9	7	-6	-7	-11
Cc1nc2c(C(=O)N3CCCCC3)cnn2c(C)c1Cc1ccccc1F	2	-2	-6	13	-3	8	-3	-3	1
COc1ccc(CN2CC(C(=O)NCCCN3CCN(Cc4ccccc4)CC3)CC2=O)cc1 (stereo unspecified)	3	-2	-5	3	3	6	-9	8	-12
COc1ccc(C2C(=O)c3ccccc3C2=O)cc1OC	4	7	-8	33	-9	8	-10	3	3
O=C(NCc1ccco1)c1scc2c1OCCO2	-1	-4	1	-8	6	17	8	-9	-10
COC1CCN(C(=O)CC2C(=O)NCCN2CC(C)(C)C)CC1 (stereo unspecified)	-2	-2	3	8	1	7	-2	-5	-18
COc1ccc(OC)c(CN2CCC(C(=O)N3CCN(c4ccccc4F)CC3)CC2)c1	0	-2	3	19	0	12	-8	-5	-34
CCCCOC(=O)CN1C(=O)c2ccc(C(=O)OCCCC)cc2C1=O	4	-2	6	4	10	9	-4	4	-3[20 µM]
CCC(C)NC(=O)NC(=O)N(C1CCCCC1)S(C)(=O)=O (stereo unspecified)	1	-1	-9	27	1	10	-5	4	-26[20 µM]
CCOC(=O)c1cn2nc(Oc3ccc(C(=O)OC)cc3)ccc2n1	3	-4	-6	2	8	3	-10	-9	-41
COc1ccc2cc(CN(CCO)C(=O)c3ccc(Br)cc3)c(=O)[nH]c2c1	4	2	-11	12	2	18	-6	-42	-25[20 µM]
Cc1ccc(-c2noc(C3CCN(S(=O)(=O)c4ccc5c(c4)OCCO5)CC3)n2)o1	6	-4	-11	4	1	11	-8	23	-7
CCc1cccc(OCCOCCN2CCCC2)c1	4	0	-3	8	1	12	-9	8	-18[20 µM]
O=C(NCCO)c1cccc2c1-c1ccccc1C2=O	1	-4	-1	18	6	10	-5	2	-11
CCNC(=O)C(=O)NCc1ccncc1	7	-3	-9	16	6	18&7	-2	-4	-20
COc1ccc(C2C(C(C)=O)=C(C)N=c3s/c(=C\c4ccco4)c(=O)n32)c(OC)c1 (stereo unspecified)	4	0	-25	44	2	0	-1	-15	5
Cc1cccc(NC(=O)C2C3CCC4C(CCC32)C4(Cl)Cl)c1 (stereo unspecified)	1	-2	-5	9	2	4	3	-1	-18
O=C(NCc1nc2ccccc2[nH]1)c1ccc(S(=O)(=O)N2CCCC2)cc1	6	2	-11	-2	4	4	-4	1	-24
CCOC(=O)N1CCC(n2c(=S)[nH]c3cc(OCC)c(OCC)cc3c2=O)CC1	7	-1	1	3	9	12	-5	-11	-17
NC(=O)/C=C\C(=O)Nc1cccc(C(F)(F)F)c1	4	-3	1	14	12	18	-8	-5	-31[20 µM]
NS(=O)(=O)c1ccc(NC(=S)N2CCN(c3cccc(Cl)c3)CC2)cc1	12	3	10	10	1	7	1	-2	-13
Cc1cc(C)n2nc(C(=O)NC(c3ccccc3)c3ccccc3)nc2n1	7	0	-17	6	1	10	0	3	-27
COc1cccc(CNC(=O)CCC2CCCN(Cc3ccc4c(c3)CCO4)C2)c1 (stereo unspecified)	-1	-3	1	-6	3	8	4	0	-9
Cc1ccccc1NC(=O)N(CCc1nc2ccccc2[nH]1)Cc1ccccc1	1	-1	-9	26	0	5	-3	2	-23[20 µM]
CSc1nc(C)cc(Oc2ccc(OCCOc3ccccc3)nn2)n1	5	-1	-9	17	-1	10	3	2	-27[20 µM]
CC1CCN(C(=O)c2ccc(-n3cnnn3)cc2)CC1	1	-3	-5	39	4	9	-5	2	-19[20 µM]
CCn1c(-c2ccccc2Cl)nn(CC(=O)Nc2cc(Cl)ccc2Cl)c1=S	3	-2	-10	-12	-5	8	-5	-1	-25[20 µM]
Cc1cc(N2C(=O)C3CC=CC(C)C3C2=O)no1 (stereo unspecified)	3	-3	-13	2	2	8	8	8	-20[20 µM]
CSc1ccc(/C=C(/Sc2nnc(-c3ccccc3)o2)C(=O)O)cc1	5	-2	5	6	12	9	0	-9	-27
CCOC(=O)c1csc(NC(=O)c2ccc(S(=O)(=O)N(C)C)cc2)n1	1	-1	6	-1	1	12	1	-9	-19
CCOC(=O)c1c(C)[nH]c(C(=O)COC(=O)COc2ccc(OC)cc2)c1C	9	2	-19	-13	-3	8	-2	1	-12
COc1ccc(/C=C2\CC/C(=C\c3ccc(OC)cc3OC)C2=O)c(OC)c1	5	4	-34	12	-2	6	-4	-21	-4
Cc1ccc(C2=N/C(=C/N3CCOCC3)C(=O)O2)cc1	4	-1	-3	7	0	12	-6	-66	-11[20 µM]

Ordered by molar mass (low to high): part of the list above.
SMILES	BaF3 parental	Ba/F3 V617F tox	NCF1 inh	PPC-1+TRAIL kill	p97 ATPase inh	EP2 antag	RBBP9 inh	TbHK1 inh	Furin inh
Cc1ccc(C2=N/C(=C/N3CCOCC3)C(=O)O2)cc1	4	-1	-3	7	0	12	-6	-66	-11[20 µM]
CSc1ccc(/C=C(/Sc2nnc(-c3ccccc3)o2)C(=O)O)cc1	5	-2	5	6	12	9	0	-9	-27
Cc1ccccc1NC(=O)N(CCc1nc2ccccc2[nH]1)Cc1ccccc1	1	-1	-9	26	0	5	-3	2	-23[20 µM]
CCn1c(-c2ccccc2Cl)nn(CC(=O)Nc2cc(Cl)ccc2Cl)c1=S	3	-2	-10	-12	-5	8	-5	-1	-25[20 µM]

More entries follow:
SMILES	BaF3 parental	Ba/F3 V617F tox	NCF1 inh	PPC-1+TRAIL kill	p97 ATPase inh	EP2 antag	RBBP9 inh	TbHK1 inh	Furin inh
CC(C)(C)N/N=C/c1c(O)n(-c2ccc(Cl)cn2)c(=O)c2ccccc12	4	1	-8	24	2	8	-6	-13	-13
CN(C)c1nc(N)nc(-c2ccco2)n1	4	-2	6	10	3	8	0	0	-13
Cc1cc(C)nc(SCC(=O)Nc2cccc(S(=O)(=O)N(C)C)c2)n1	4	1	-10	0	8	7	1	-3	-11
CCOc1ccc(NC(=O)c2ccc3c(c2)N(Cc2ccc(F)cc2)C(=O)CS3=O)cc1 (stereo unspecified)	4	2	-18	15	-3	7	-6	-8	-12
CC(C)CC(NC(=O)C1CCC(C)CC1)C(=O)Nc1ccc2c(c1)OCCO2 (stereo unspecified)	8	3	-11	13	-8	6	0	1	-5
CCOC(=O)c1cnn(-c2ccc([N+](=O)[O-])cc2)c1N	2	1	14	6	-1	8	-2	-6	-14
COc1ccc(NC(=O)c2ccc(S(=O)(=O)N(C)C)cc2)cc1OC	5	-1	-8	20	3	19	2	-6	-3
Cc1ccccc1OCC(=O)O/N=C(\N)Cc1cccs1	1	2	8	/	3	7	-4	-1	-12[20 µM]
Cc1c(-c2csc(N)n2)cnn1C	-3	-2	-5	7	5	6	-1	-11	-14
CC(=O)N(Cc1cccs1)Cc1cc2cc(C)c(C)cc2nc1Cl	3	1	4	9	-7	8	-5	2	-13
CCc1ccc(NC(=S)Nn2cnnc2)cc1	2	-2	-3	9	4	3	-9	-3	-25
Cc1nc(-c2cccc(NC(=O)Cc3ccccc3)c2)cs1	7	0	-12	4	2	12	-6	3	-25
CCCOC(=O)c1ccc(Oc2c(-c3ccc(OC)cc3O)n[nH]c2C)cc1	2	0	-6	10	-3	17	-6	35	-1
Cc1cccc(-c2nnc(SCC(=O)Nc3cccc(C(=O)N4CCOCC4)c3)n2C)c1	4	-1	-8	13	3	5	1	3	-19
COC(=O)c1cccc(NC(=O)CSc2nc(O)c(-c3ccccc3)c(=O)[nH]2)c1	7	4	-7	9	1	5	1	3	-28
COc1ccc(NC(=O)COc2ccc(N(C)S(=O)(=O)c3ccc(C)cc3)cc2)cc1	1	-2	-18	24	4	7	0	0	-16
COC(=O)N/N=C/c1cccnc1	2	-4	-9	-2	4	9	-5	29	-20
Cn1c(=O)[nH]c(=O)c2c1nc(Br)n2CCCO	4	-4	-2	16	4	7	1	7	-1
COc1cccc(N2CCN(C(=O)CN(c3ccc(C)cc3)S(=O)(=O)c3c(C)n[nH]c3C)CC2)c1	5	-1	0	4	1	14	-5	-15	-7
COc1ccc(C)cc1-n1nnnc1SCC(=O)NNC(=O)c1ccc([N+](=O)[O-])cc1	7	-4	-32	-3	6	9	1	-12	-22
CCOC(=O)c1ccc2nc3c(cc2c1)CCS3	6	-1	-4	22	4	7	4	-13	-27
NNC(=O)c1ccc(COc2ccc3ccccc3c2)o1	-1	-5	-3	6	1	1	-4	4	-23
